RORg inh = inhibitors of mouse ROR gamma transcriptional activity; P51450; Drosophila S2 Gal4-RORgamma UAS-luciferase reporter, 20 h; Potency, µM (highest dose often 53.6 µM), for the others: top-dose activity change, negative = inhibition, hits mostly inhibitors; 310,000 tested, 5.4% active; AID 2551; further: potency means the concentration at half of the fitted maximal effect; on the % scale 0 is the no-effect control and ±100 the full control effect; nearly all actives have a fitted effect of over 60% in size
Target sequence (P51450 whole entry, looked up, the tested form may be a part): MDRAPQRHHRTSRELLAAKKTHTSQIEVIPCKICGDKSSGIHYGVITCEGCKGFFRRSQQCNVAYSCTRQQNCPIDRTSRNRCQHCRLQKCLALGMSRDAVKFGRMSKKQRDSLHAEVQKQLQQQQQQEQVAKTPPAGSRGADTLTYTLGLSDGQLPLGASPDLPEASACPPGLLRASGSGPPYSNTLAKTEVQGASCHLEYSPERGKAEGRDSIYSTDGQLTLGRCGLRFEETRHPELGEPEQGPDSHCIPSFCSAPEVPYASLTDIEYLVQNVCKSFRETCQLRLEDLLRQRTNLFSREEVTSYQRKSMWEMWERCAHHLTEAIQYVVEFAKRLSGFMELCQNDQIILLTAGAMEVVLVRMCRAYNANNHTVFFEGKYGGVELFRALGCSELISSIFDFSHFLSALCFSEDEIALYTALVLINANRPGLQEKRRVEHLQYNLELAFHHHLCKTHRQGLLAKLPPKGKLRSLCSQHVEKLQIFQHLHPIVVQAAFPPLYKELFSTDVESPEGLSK
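Drosophila Schneider cells stably carrying a metallothionein-driven Gal4 DBD–ROR gamma fusion and a UAS-Photinus luciferase reporter were exposed to compound for 1 hr, then induced with copper sulfate (700 uM final) for 20 hr at ambient temperature before luminescence reading.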
NPC1 prom act = activators of NPC1 promoter | Potency, µM (highest dose often 9.22 µM), without a hit: at the highest dose activation, hits mostly activators | Huh7 NPC1 promoter luciferase reporter, 24 h | 320,000 tested, 2.4% active | AID 485313;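 further: potency means the concentration at half of the fitted maximal effect; % of control where 0% means no effect; nearly all actives have a fitted effect of over 60% in size; reporter is driven by a mutant NPC1 promoter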
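Luminescence read-out of NPC1 promoter-driven luciferase in stably transfected Huh7 cells; compounds delivered in DMSO and left 24 h at 37C, 5% CO2, qHTS titration format.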
Coupling enz = counter-screen for Giardia aldolase inhibitors: coupling enzyme system; coupling enzyme system counterscreen, AmpLite Red fluorescence; activity change, negative = inhibition, % at 58.2 µM, hits read low; 290,000 tested, 0.67% active; AID 2472; in the data active means activity change below about -30%; further: on the % scale 0 is the no-effect control and ±100 the full control effect
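Coupling enzymes only (glyceraldehyde-3-phosphate) + compound, at 57.5 uM final, 10 min RT; add substrate/coupling/AmpLite Red mix, 20 min RT; fluorescence ex 525/em 598 nm. Actives flag coupling-system interference.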
Rab9 prom act = Rab9 promoter activation. Huh7 Rab9 promoter-luciferase reporter, luminescence, 24 h. 320,000 tested, 2.8% active. Potency, µM (top dose mostly 9.22 µM), inactives show at the highest dose activation, negative = inhibition, most hits filed as activators. AID 485297; further: potency means the concentration at half of the fitted maximal effect; % of control where 0% means no effect; nearly all actives have a fitted effect of over 60% in size
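Huh7 cells stably carrying Rab9 promoter–luciferase reporter, plated 1500 cells/well, compound added after 2 h and incubated 24 h at 37 °C; luciferase luminescence then read after 10 min with detection reagent.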
uPA surface inh = blocks generation of uPA at the cell surface | cell surface uPA generation assay, qHTS | Potency, µM (series often up to 38.3 µM), for inactives: at the top dose activity change, negative = inhibition, most hits filed as inhibitors | 330,000 tested, 0.31% active | AID 540303; active means well fitted inhibition curve with a large enough effect; inconclusive means small, poorly fitted or top-dose-only effect; inactive means no such curve, though single readings can be large or run the other way; tested in mouse RAW 264.7 cells; further: potency means the concentration at half of the fitted maximal effect; on the % scale 0 is the no-effect control and ±100 the full control effect; nearly all actives have a fitted effect of over 55% in size
Giardia kill = Giardia lamblia killing. Giardia lamblia trophozoite viability. activity change, % at 7.66 µM, hits read low. 340,000 tested, 0.15% active. AID 540267; in the data active means activity change below about -80%; inconclusive means between about -30% and that limit;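 further: parasites exposed to compound for two days anaerobically before the ATP read; on the % scale 0 is the no-effect control and ±100 the full control effect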
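Each well holds 100 Giardia trophozoites and compound. After two days (48 hrs) at 37 deg C in anaerobic conditions, ATP is quantified by luminescence.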
Tb PFK inh = inhibitors of T. brucei phosphofructokinase | Potency, µM (doses to about 57.5 µM), inactives show at the top dose activity, negative = inhibition, actives largely listed as inhibitors | 330,000 tested, 0.17% active | O15648 | AID 485367 | T. brucei PFK, ADP-Glo luminescence;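 further: potency means the concentration at half of the fitted maximal effect; 0% = uninhibited 1x PFK enzyme wells and -100% = no-enzyme wells; nearly all actives have a fitted effect of over 60% in size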
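Luminescent ADP detection (ADP-Glo, two-step: ATP depletion then ADP-to-ATP conversion for luciferase) reported PFK activity after 45 min room-temperature reaction of 1.25 nM enzyme with 0.5 mM F6P and 0.1 mM ATP at pH 8.0.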
FLuc modulator = counter-screen for miR-21 project: firefly luciferase inhibitors or activators. P08659. purified FLuc, Km substrates, luminescence inhibition. Potency, µM (top dose mostly 57.5 µM), inactives show top-dose activity change, negative = inhibition, most hits filed as inhibitors. 360,000 tested, 6.9% active. AID 588342;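 further: potency means the concentration at half of the fitted maximal effect; plate controls were vehicle for no effect and reference inhibitor for full effect; nearly all actives have a fitted effect of over 55% in size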
Target sequence (P08659 whole entry, looked up): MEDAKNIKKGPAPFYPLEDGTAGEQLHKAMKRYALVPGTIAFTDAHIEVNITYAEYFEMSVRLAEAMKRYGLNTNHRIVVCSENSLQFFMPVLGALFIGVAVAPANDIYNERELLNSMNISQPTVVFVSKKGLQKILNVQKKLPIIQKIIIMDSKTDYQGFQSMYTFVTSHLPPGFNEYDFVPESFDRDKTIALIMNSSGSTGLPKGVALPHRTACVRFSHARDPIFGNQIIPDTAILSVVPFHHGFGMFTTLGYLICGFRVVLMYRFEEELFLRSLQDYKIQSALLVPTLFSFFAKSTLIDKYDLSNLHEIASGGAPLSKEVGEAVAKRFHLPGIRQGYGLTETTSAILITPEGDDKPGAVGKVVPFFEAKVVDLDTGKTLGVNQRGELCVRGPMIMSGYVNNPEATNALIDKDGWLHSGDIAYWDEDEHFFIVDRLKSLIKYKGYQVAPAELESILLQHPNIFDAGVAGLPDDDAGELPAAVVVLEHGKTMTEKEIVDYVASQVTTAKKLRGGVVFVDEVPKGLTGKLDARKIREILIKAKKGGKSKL
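Purified P. pyralis luciferase (10nM final) with 10uM D-luciferin and 10uM ATP (Km levels) in 50mM Tris acetate pH 7.5, 10mM Mg acetate, 0.01% Tween-20, 0.05% BSA; qHTS 6-point titration, ~60 µM downward; luminescence read.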
ELG1 genotoxic = genotoxicity induction in ELG1-luciferase HEK293T cells. HEK293T ELG1-luciferase reporter, luminescence, 16 h. Potency, µM (highest dose often 46 µM), without a hit: top-dose activity change, positive = activation, most hits filed as activators. 330,000 tested, 1.3% active. AID 504466; further: potency means the concentration at half of the fitted maximal effect; % of control where 0% means no effect; nearly all actives have a fitted effect of over 60% in size
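After overnight (16 hr) compound treatment at 37 °C, ELG1-luciferase HEK293T cells were lysed with ONE-Glo; luminescence quantified 30 min later at room temperature.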
KCNH2 3.1 inh = KCNH2 3.1 (human) potassium channel inhibition | activity change, % (tested at about 1.8 µM) | U2OS KCNH2 3.1, thallium flux FluxOr; active compounds read low | 340,000 tested, 0.95% active | AID 720553;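 active means maximum activity change below -70%; inconclusive means maximum activity change from -70% to -50%; inactive means maximum activity change above -50%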;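 further: thallium influx rate constant from kinetic fluorescence after stimulation buffer; on the % scale 0 is the no-effect control and ±100 the full control effect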
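Thallium flux read-out: FluxOr dye with Red40 quencher in HBSS/HEPES, 45 min at RT. Rate constants from kinetic reads were normalized to positive and negative DMSO controls. Cells: U2OS virally expressing the 3.1 isoform.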
Gal4-VP16 FLuc = counter-screen for ROR gamma inhibitors: Gal4-VP16 reporter | Drosophila S2 Gal4-VP16 UAS-luciferase, luminescence, 20 h | Potency, µM (doses to about 53.6 µM), without a hit: at the top dose activity, negative = inhibition, hits mostly inhibitors | 310,000 tested, 3.5% active | AID 2546;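 further: Gal4-VP16 expression switched on by copper sulfate through the metallothionein promoter; potency means the concentration at half of the fitted maximal effect; on the % scale 0 is the no-effect control and ±100 the full control effect; nearly all actives have a fitted effect of over 50% in size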
Active calls of the source: *; u = inconclusive; x = not tested or not shown; & = joins results of further samples; [ ] = remark or other dose. Unless noted, the call rests on the fitted dose curve; in most records, active means well fitted curve in the direction sought with a large enough effect; inconclusive means small, poorly fitted or top-dose-only effect, or another doubt; inactive means no such curve, though single readings can be large; an effect the other way counts as inactive or inconclusive.

SMILES	RORg inh	NPC1 prom act	Coupling enz	Rab9 prom act	uPA surface inh	Giardia kill	Tb PFK inh	FLuc modulator	ELG1 genotoxic	KCNH2 3.1 inh	Gal4-VP16 FLuc
CCOC(=O)c1c(C)[nH]c(C)c1C(=O)COC(=O)CNC(=O)C1CCCCC1	-1%	-6%	0	-1%	2%	-11	2%	3%	3%	-1	-21%
O=C(O)c1nc(N2CCOCC2)nc(N2CCOCC2)n1	8%	2%	1	3%	10%	-17	0%	6%	0%	7	-2%
COc1cc(CN2CCN(Cc3ccccc3C(F)(F)F)CC2)cc(OC)c1OC	1%	-5%	-2	-5%[1.84 µM]	2%	-1	-6%	1%	-10%	19	5%
CCOC(=O)[C@@H]1[C@H]2COc3ccccc3[C@H]2N2C(=O)N(c3ccc(C(F)(F)F)cc3)C(=O)[C@]12C	11%	0%	0	-3%	0%	14	-2%	-1%	-6%	-8	-8%
CCCN(CCC)CCCNC(=O)C1CCC(CNS(=O)(=O)c2cccc3nsnc23)CC1 (centres undefined)	-1%	-1%	x	-3%	2%	11	-4%	5%&1%	1%	-7	-5%
O=C(Cn1c(CO)nc2ccccc21)NCc1ccc2c(c1)OCO2	24%	1%	2	0%	-2%	-20	1%	-2%	-3%	-9	1%
COc1ccc(C(=O)N/N=C/c2ccc(OC)c(CN3CCc4cc(OC)c(OC)cc4C3C)c2)cc1 (centres undefined)	-1%	-4%	3	17%	-4%	-3	4%	-8%	-12%	-37	-7%
CCc1ccc(-c2cc(C(=O)N/N=C/c3ccco3)[nH]n2)cc1	20µM*	13%	4	1%	-9%	9	-7%	u	-7%	-14	2%[10 µM]
Cc1nc2nc[nH]n2c(=O)c1NC(=O)CC12CC3CC(CC(C3)C1)C2	-2%&17%	-1%&1%	9&2	-1%&-1%	4%&4%	-16&1	3%&7%	3%[2.3 µM]	1%&0%	39&5	5%&0%
COc1ccc(-c2csc(N3CCN(c4cc(C)nc5ccccc45)CC3)n2)cc1OC	-41%	-16%	0	-21%	-7%	28	-2%	3%	-28%	u	-5%[10 µM]
COc1ccc(NC(=O)C2CCCN2C(=O)Oc2ccccc2)cc1 (centres undefined)	3%	-3%	2	1%	2%	-5	8%	5%	4%	-5	2%
O=C(Nc1ccc(C(F)(F)F)cc1)C1CCN(c2cnccn2)CC1	u	-2%	3	-4%	-3%	-1	3%	0%&5%	-4%	20	-3%
CCOc1ccc(-n2c(Cc3cc(=O)[nH]c(=O)[nH]3)nnc2SCC(=O)Nc2nnc(C)s2)cc1	-1%	-3%	0	7%	10%	11	-6%	3%	0%	-6	-16%
COc1cc(C2C3=C(CC(c4ccco4)CC3=O)Nc3ccccc3N2C(C)=O)cc(OC)c1OC (centres undefined)	11%	-2%	-10	5%	0%	-12	0%	2%	-1%	6	-3%
CCOC(=O)CNc1nc(Cl)nc(Nc2ccc(C)cc2)n1	9%	3%	2	3%	1%	-2	2%	2%	-2%	1	-2%
COc1ccccc1CNC(=O)CCNS(=O)(=O)c1ccc2[nH]c(=O)oc2c1	-3%	-4%	x	-1%	-10%	-12	2%	-1%	0%	-1	-17%
CO/N=C/NC(=O)C1=NOC(CNc2ncc(C(F)(F)F)cc2Cl)C1 (centres undefined)	36%	x	1	x	7%	-4	x	-3%	x	-3	1%
COc1ccccc1/C=C/C=N/NC(=O)c1ccc2nc[nH]c2c1	-14%	-1%	-4	1%	x	x	-1%	17µM*	-24%	x	-5%
Cc1c(-c2cccc(Cl)c2)nc2ccccc2c1C(=O)OC/C(O)=C(\C#N)c1nc2ccccc2[nH]1	-29%	1%	0	0%	7%	20	0%	-12%	-7%	25	3%
CC1CCCN(CC(O)COCc2ccc3c(c2)OCO3)C1 (centres undefined)	-9%	1%	3	-8%	4%	-5	-4%	-4%	2%	9	-11%
CC1Cc2ccccc2N1C(=O)Cn1cnc2c1c(=O)n(C)c(=O)n2C (centres undefined)	-4%	-1%	x	-3%	-2%	11	2%	0%	0%	x	7%
O=C(Nc1ccc(N2CCN(C(=O)c3cccs3)CC2)cc1)c1ccccc1Cl	29%	-11%	8	-4%	-4%	3	7%	-2%	-18%	-14	-5%
COc1cc(N2CCCC2)c(OC)cc1/C=C(/C#N)c1cccc(F)c1	-2%	6%	-13	0%	5%	12	-6%	-12%	0%	-11	-8%
CCOc1cccc(-c2nnc3sc(COc4ccc(Cl)cc4)nn23)c1	9%	-3%	1	0%	5%	-10	-2%	1%	7%	-2	-14%
C/C(CC(=O)NCCCN1CCOCC1)=N\NC(=O)COc1cccc2ccccc12	-36%	0%	1	-12%	11%	-15	8%	6%	-1%	7	2%
CCCCn1c(N)c(N(CC)C(=O)c2cc(Br)ccc2Cl)c(=O)[nH]c1=O	9%	1%	1	-5%	-8%	43[activator]	11%	1%	2%	15	-6%
Cc1cc2nc(-c3ccc(SCc4ccccn4)nc3)[nH]c2cc1C	7%	u	-6	2.5µM*	0%	-6	-2%	5.4µM*	-9%	-14	-10%
O=C(Nc1ccc(N2CCOCC2)c(S(=O)(=O)Nc2cc(Cl)ccc2Cl)c1)c1cccnc1	4%	0%	8	-11%	-3%	-22	1%	-1%	0%	-5	4%
COc1cc(CC(=O)NCC2CCCCC2)cc(OC)c1OC	16%	0%	-3	1%	7%	u	-3%	-2%	1%	3	1%
Oc1ccc(C[C@H]2CNCCN2CC2CCCCC2)cc1	x	-2%	x	0%	-15%	14	0%	-2%	0%	7	x
COC(=O)c1cc(=O)n2c(sc3ccccc32)c1C#N	-14%	2%	1	2%	0%	-7	0%	1%	1%	4	9%
O=C(O)CCCC(=O)N1CCN(c2nc(-c3ccccc3Cl)c3cc(Br)ccc3n2)CC1	11%	1%	5	-5%	16%	-3	-5%	1%	-2%	26	3%
CCc1ccc(C(=O)CN2C(=O)NC3(CCOc4ccccc43)C2=O)s1 (centres undefined)	x	-3%	x	1%	-15%	-16	-1%	17µM*	1%	-13	x
Cc1ccc(C(=O)Oc2cc(C)n(C)c(=O)c2)cc1	-1%	-7%	-1	-3%	2%	4	-10%	15µM*	-2%	5	-1%
CC(C)(C)C(=O)Nc1ccccc1C(=O)Nc1ccccn1	37%	-1%	4	1%	-1%	9	1%	-6%	0%	2	1%
CC(OC(=O)c1cccc(-n2cnnn2)c1)C(=O)NC1(C#N)CCCCC1 (centres undefined)	x	10%	x	-2%	-12%	-21	-8%	5%	5%	17	x
O=C(CCCN1C(=O)c2ccccc2C1=O)N1CCN(c2ccccn2)CC1	22%	-1%	2	-2%	-1%	13	12%	1%	0%	-4	1%
CSc1nc2c(cnn2-c2ccc(C)c(C)c2)c(=O)[nH]1	-16%	-1%	0	4%	1%	-7	1%	6%	24%	-5	2%
Cc1ccc(-c2cc(C(=O)OCC(=O)N(C)C3CCS(=O)(=O)C3)c3ccccc3n2)o1 (centres undefined)	14%	11%	-2	13%	-6%	-16	-13%	u	1%	1	-7%
Cc1cccc(N(CC(=O)NCCc2ccccc2)C(=O)c2csnn2)c1	4%	-1%	-5	-4%	2%	2	-3%	2%	-10%	-15	-12%
O=C(c1cc(COc2ccc(F)cc2Cl)on1)N(CCO)Cc1cccs1	-8%	1%	x	0%	-9%	-7	3%	u	4%	2	4%
COc1cc(C(=O)NNC2=CC(=O)CC(C)(C)C2)cc(OC)c1OC	3%	-3%	-3	-9%	-5%	9	-5%	-2%	0%	-24	1%
COc1ccc(CCNS(=O)(=O)c2ccc([N+](=O)[O-])cc2)cc1OC	-17%	1%	2	-3%	-12%	-21	-2%	-1%	-2%	18	-6%
Cc1ccc(C(=O)NNC(=O)c2cc(OCC(F)(F)F)ccc2OCC(F)(F)F)cc1	-12%	-2%	1	0%	4%	4	1%	-1%	-3%	-2	-5%
CC1=CC(c2ccccc2)n2nc(N3C(=O)c4ccccc4C3=O)nc2N1 (centres undefined)	-31%	0%	-1	-4%	x	-5	4%	3%	0%	5	10%
O=C(CN1C(=O)NC(Cc2ccccc2)C1=O)Nc1ccccc1OC(F)F (centres undefined)	x	0%	x	-4%	-6%	-4	-16%	4%	-6%	4	x
O=C(c1ccc2c(c1)OCO2)C1CCCN(Cc2ccc3nsnc3c2)C1 (centres undefined)	-1%	0%	0	-1%	0%	7	-1%	-4%	-3%	-33	-6%
CCOC(=O)CSc1nc(C(C)C)nc2sc(C)c(C)c12	-3%	-1%	-3	7%	0%	18	-2%	-3%	-1%	-15	-9%
Cc1nonc1CC(=O)N1CCCC(C(=O)c2ccc(Cl)cc2)C1 (centres undefined)	0%	-3%	0	-8%	5%	21	-4%	0%	-1%	19	-2%
Cc1cc(C)cc(NC(=O)Nc2cccnc2)c1	-3%	3%	-3	2%	-2%	29	10%	u	3%	-6	-5%
N#CCCn1[nH]c(-c2ccccc2)cc1=O	-4%	-2%	0	-2%	5%	-8	14%	1%	-2%	18	-6%
